Screening data deposited in PubChem BioAssay by several laboratories.
SMARCA2 activ: SMARCA2 (BRM) function activators, primary screen, cell-based, luminescence, high throughput; MG213 cells, MMTV-luciferase reporter, dexamethasone, overnight; activation, % at 9.1 µM; AID 652017, 2013; 370,000 compounds, 1% hits; in the data active = activation above about 7.8%;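 also: 0% = vehicle wells and 100% = reference activator wells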
DAX1 inh-1: DAX1 (NR0B1) inhibitors on StAR promoter, primary screen, cell-based, luminescence, SF-1 (NR5A1), full-length DAX-1; HEK293T StAR-luciferase reporter, SF-1/DAX-1 repression relief; inhibition, % at 6.8 µM; 370,000 compounds, 1.1% hits; AID 652010, 2013;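 active = inhibition above the mean over all tested compounds plus 3 SD, cut at about 3.6% in these data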;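 also: 0% = DAX-1 cells with DMSO and 100% = cells lacking DAX-1 with DMSO; higher inhibition means more luminescence from relief of DAX-1 repression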
GC-A act: GC-A stimulated cGMP production enhancers – HEK293 GC-A cells, cGMP TR-FRET, EC30 ANP, primary screen; 370,000 compounds, 0.14% hits; 0% at EC30 ANP, 100% saturating ANP; activation, % at 10 µM; in the data active = activation above about 40%
ssDAF-12 act: S. stercoralis DAF-12 nuclear receptor activators, primary screen, cell-based, luminescence, HEK293, GRIP1 co-expression, lit1-tk-luc | Nuclear hormone receptor DAF-12 (Strongyloides stercoralis) | HEK293 ssDAF-12/GRIP1 lit1-tk-luc reporter; % of 3 µM dafachronic acid response | activation, % at 6.8 µM | AID 652126, 2013 | 370,000 compounds, 1% hits;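 active = activation above the mean over all tested compounds plus 3 SD, cut at about 0.9% in these data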;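 also: 0% = DMSO-only wells and 100% = 3 µM delta7-dafachronic acid wells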
ADAM10 inh: human ADAM10 inhibitors, primary screen, biochemical, QFRET, HTS. Disintegrin and metalloproteinase domain-containing protein 10 (Homo sapiens), O14672. inhibition, % at 7 µM. AID 720582, 2013. recombinant ADAM10, EDANS/DABCYL FRET peptide cleavage, 3 h. 370,000 compounds, 0.62% hits;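 active = inhibition above a per-campaign cutoff equal to the mean of compounds falling between control-based bounds plus 3 SD, cut at about 20% in these data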;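 also: 0% = DMSO wells while the 100% control is not disclosed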
Target sequence (O14672 214-748 limits assumed): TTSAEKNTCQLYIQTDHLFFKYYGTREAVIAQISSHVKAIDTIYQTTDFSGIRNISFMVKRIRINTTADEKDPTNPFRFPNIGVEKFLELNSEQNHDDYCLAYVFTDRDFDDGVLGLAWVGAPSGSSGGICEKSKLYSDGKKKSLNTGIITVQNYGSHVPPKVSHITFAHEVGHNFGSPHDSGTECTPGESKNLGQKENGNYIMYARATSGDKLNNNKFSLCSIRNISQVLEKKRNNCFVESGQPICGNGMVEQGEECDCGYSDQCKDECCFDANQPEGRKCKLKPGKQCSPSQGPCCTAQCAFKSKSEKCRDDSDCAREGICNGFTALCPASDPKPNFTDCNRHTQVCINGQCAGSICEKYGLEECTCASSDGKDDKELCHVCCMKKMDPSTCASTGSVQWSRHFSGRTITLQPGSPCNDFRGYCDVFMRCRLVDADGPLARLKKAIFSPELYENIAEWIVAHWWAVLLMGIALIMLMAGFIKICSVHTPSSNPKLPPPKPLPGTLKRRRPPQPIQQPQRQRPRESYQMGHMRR
ADAM17 inh: ADAM17 inhibitors, primary screen, biochemical, QFRET | recombinant ADAM17, EDANS/DABCYL FRET peptide cleavage | AID 720648, 2013 | inhibition, % at 6.95 µM | 370,000 compounds, 0.83% hits;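 active = inhibition above the mean of compounds lying between control limits plus 3 SD, set per campaign, cut at about 8.5% in these data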;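 also: 0% = DMSO-only wells as the low control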
hgDAF-12 ag: H. glycines DAF-12 receptor agonists, primary screen, cell-based, luminescence, HEK293, GAL4 fusion, UAS-luciferase; Nuclear hormone receptor DAF-12 (Heterodera glycines), GAL4 fusion; HEK293 GAL4-hgDAF12 UAS-luciferase reporter, agonist luminescence; normalized to butyrate control; activation, % at 6.8 µM; 370,000 compounds, 1.8% hits;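 active = activation above a cutoff set at the mean of all screened compounds plus 3 SD, cut at about 10% in these data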;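 also: 0% = DMSO wells and 100% = sodium butyrate wells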
hcDAF-12 act: H. contortus DAF-12 nuclear receptor activators, primary screen, cell-based, luminescence, HEK293, lit1-tk-luc reporter | HEK293 hcDAF-12 lit1-tk-luc reporter; 0% DMSO, 100% Δ7-dafachronic acid | activation, % at 6.8 µM | 370,000 compounds, 1.4% hits;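 active = activation above the mean of all tested compounds plus 3 SD, cut at about 5.5% in these data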;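 also: 100% = response to 3 µM Δ7-dafachronic acid high control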
GAA850 FXN act: FXN promoter activators, primary screen, cell-based, luciferase luminescence, HEK293 lucGAA850. HEK293 lucGAA850 FXN promoter luciferase reporter, 24 h; percent of 10 µM SAHA response. activation, % at 6 µM. 360,000 compounds, 0.56% hits. AID 540364, 2011;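 active = activation above the average of all compounds screened plus 3 SD, cutoff fixed separately per campaign, cut at about 7.5% in these data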;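 also: 0% = DMSO wells and 100% = 10 µM SAHA wells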
PG9 binder: binders of HIV-1 gp120 antibody PG9, primary screen, biochemical, TR-FRET; HIV-1 gp120 / PG9 antibody interaction; TR-FRET gp120-PG9 antibody binding; inhibition, % at 6.7 µM; 360,000 compounds, 0.43% hits; in the data active = inhibition above about 8.5%
DAX1 inh-2: DAX1 (NR0B1) inhibitors, primary screen, cell-based, HEK293, Gal4-DAX1, luciferase luminescence; inhibition, % at 6.75 µM; 340,000 compounds, 0.99% hits; Nuclear receptor subfamily 0 group B member 1 (Homo sapiens), P51843; AID 504766, 2011; HEK293 Gal4-DAX1 luciferase reporter;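 active = inhibition above the mean over all tested compounds plus 3 SD, cut at about 4.2% in these data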;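 also: 0% = DAX1-transfected cells with DMSO and 100% = empty-vector control cells with DMSO; inhibition shows as a rise in luminescence from relieved DAX1 repression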
Target sequence (P51843 207-470 limits assumed): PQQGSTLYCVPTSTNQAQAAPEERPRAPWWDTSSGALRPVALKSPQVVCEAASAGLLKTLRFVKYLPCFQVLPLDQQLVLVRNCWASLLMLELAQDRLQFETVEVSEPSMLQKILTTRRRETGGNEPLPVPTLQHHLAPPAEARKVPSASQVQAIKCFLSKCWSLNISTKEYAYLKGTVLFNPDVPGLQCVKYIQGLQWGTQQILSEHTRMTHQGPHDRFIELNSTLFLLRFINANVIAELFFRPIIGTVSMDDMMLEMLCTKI
* marks the source's active call; other numbers are inactive results; i = inactive; . = no result given. Rows are unselected; 6.8% or so of the library scored in one or more.

SMILES	SMARCA2 activ	DAX1 inh-1	GC-A act	ssDAF-12 act	ADAM10 inh	ADAM17 inh	hgDAF-12 ag	hcDAF-12 act	GAA850 FXN act	PG9 binder	DAX1 inh-2
COc1ccc(Cc2noc(CN3CCCN(Cc4ccc(F)cc4)CC3)n2)cc1OC	0	-0.7	4	-1.7	-1	-2	-0.5	-1.9	0.7	1.7	-1.0
COc1cc2cc(CCCOC(=O)c3ccc(C(F)(F)F)cc3)oc(=O)c2cc1OC	-1	0.4	-6	-1.1	-2	-3	2.6	-1.5	-0.7	-1.7	1.2
CCCNC(=O)C/C(C)=N/NC(=O)C(=O)Nc1ccccn1	-1	-0.4	3	-1.4	-11	-4	2.2	2.4	0.0	1.6	0.7
COc1ccccc1CNC(=O)C(=O)NCC1OCCN1S(=O)(=O)c1ccccc1 (configuration not stated)	-1	0.2	0	-0.4	-25	-14	-4.4	-2.3	1.7	-0.5	-0.2
COc1ccccc1NC(=O)COC(=O)c1ccc([N+](=O)[O-])s1	0	-0.5	-3	-1.2	-1	-6	-3.4	-0.6	0.8	-0.9	1.1
COc1ccc(C2NC(=O)CCC2[N+](=O)[O-])c(OC)c1 (configuration not stated)	1	-0.1	2	-0.7	1	-1	-1.3	-1.9	-1.4	0.7	1.7
Cc1c(O)c(CN2CCCCC2)cc2c3c(c(=O)oc12)CCC3	0	0.9	8	-1.6	i	i	-2.8	0.8	2.3	-1.1	-0.2
COc1ccc(NC(=O)c2nc[nH]c2C(=O)N(C)Cc2ccccc2)cc1	-1	0.3	-1	-0.8	2	-1	-2.4	-1.7	0.5	-1.7	-0.4
COc1cccc(/C=C/C(=O)NNC(=O)c2ccncc2)c1	-3	-1.5	3	0.0	-1	-5	0.6	-0.3	0.4	1.9	0.4
Fc1cccc(Cc2c(-c3ccc(Cl)cc3)nc3c(Cl)cc(C(F)(F)F)cn23)c1	1	-0.7	-9	-0.5	-1	-3	3.2	-4.4	.	-0.4	.
N/C(=N\N=C/c1ccc(F)cc1)N/N=C\c1ccc(F)cc1	1	-0.4	-6	-1.7	-5	-2	1.7	-1.7	0.7	0.2	1.4
COc1ccc(C2NC(C(=O)O)Cc3c2[nH]c2ccccc32)cc1CN1CCN(c2ccc(F)cc2)CC1 (configuration not stated)	1	0.3	-2	-0.8	-7	-5	2.5	0.0	-5.2	-0.6	1.4
O=C(NC(Cc1nn[nH]n1)C(=O)OCc1ccccc1)OCc1ccccc1 (configuration not stated)	-1	-0.7	0	-0.8	-13	-2	0.5	1.1	2.7	-0.2	-0.1
CCN(CC(=O)Nc1ccc2c(c1)OCCO2)C(=O)c1ccc(C)c(S(=O)(=O)N2CCOCC2)c1	-2	-1.5	-2	-1.4	0	2	-3.5	1.1	2.1	-0.9	0.4
C#CCOc1ccccc1CNc1ccccc1	-4	-0.6	3	-1.2	-7	-5	-3.1	-1.3	2.7	0.8	1.4
COCC(C)NC(=O)c1ccc2c(c1)S(=O)(=O)c1ccccc1C2=O (configuration not stated)	2	-0.2	2	-1.1	-2	-3	-0.2	-0.4	3.7	-2.8	0.5
CCCCCCc1cc2cc(C(=O)Nc3ccccc3OC)c(=O)oc2cc1O	-2	-0.3	2	-1.2	-14	-3	-0.2	0.9	1.1	-1.0	1.5
CC1(C(=O)NS(=O)(=O)c2ccc(Cl)cc2)CCN1C(=O)Cc1cccs1 (configuration not stated)	-3	-1.0	-1	-0.7	-7	0	1.7	0.1	1.7	-1.3	.
CC1(C)CC(=O)C=C(c2cccc(O)c2)C1	1	-0.4	2	-0.9	10	-3	2.8	0.3	1.2	-0.8	-0.6
COCCNC(=O)C1CC(=O)N(c2ccc(F)c(Cl)c2)C1 (configuration not stated)	-1	0.0	7	-1.2	-16	-3	0.5	3.2	0.0	0.4	0.7
C/C(=N/NC(=O)c1ccco1)c1ccc(NC(=O)c2ccc(F)cc2)cc1	3	3.1	6	-0.7	-9	-5	13*	2.5	2.0	-1.5	2.3
Cc1c(NS(=O)(=O)c2cc(C(=O)NCCN(C)C)ccc2Cl)c(=O)n(-c2ccccc2)n1C	4	0.1	2	-1.2	0	0	-1.3	-1.2	1.8	-1.4	-1.1
CC1=NN(C(N)=S)C(=O)C1N=Nc1cccc(Cl)c1C (configuration not stated)	0	0.2	9	0.6	-1	-2	2.1	5.1	2.6	-2.3	1.3
Cc1ccc(NC(=O)c2sc(N)nc2-c2ccccc2)cc1C	5	-0.7	-5	-1.3	3	1	-3.7	-1.9	2.1	-2.2	-0.4
Cc1ccc(Cl)cc1NC(=O)COC(=O)C1CC1	1	-0.4	-1	-1.2	-3	0	-0.4	0.7	0.5	-1.2	-0.8
COc1ccc(C(=O)Nc2ccccc2C(=O)N2CCN(c3ccccc3)CC2)cc1	-2	-1.8	-5	-0.9	0	5	-3.2	1.6	-3.6	-2.8	-0.3
CC1=CC(C)(C)n2c(O)c(N=NC(N)=S)c3cccc1c32	-4	-1.4	-35	-1.8	-6	-3	-3.8	-2.5	2.2	2.0	1.2
COCCNc1oc(Cc2cccc3ccccc23)nc1C#N	2	-0.3	-2	-1.0	10	3	-0.4	-0.7	2.2	-2.5	0.6
O=C(Cn1c(=O)ccn(Cc2ccccc2)c1=O)Nc1cccc(S(=O)(=O)N2CCOCC2)c1	1	-0.8	1	-0.9	0	0	0.9	-0.4	0.2	1.2	-1.4
CCOC(=O)C1CCN(S(=O)(=O)c2ccc(OCC)cc2)CC1	-1	-1.0	5	-1.3	-6	-3	-2.8	-3.2	1.1	1.2	0.8
Cc1ccc(S(=O)(=O)N2CCN(C(=O)CN3C(=O)CNC3=O)CC2)cc1	2	-0.2	1	-1.0	-12	-11	1.0	1.1	1.4	-0.2	0.0
CN(C)Cc1c(C(=O)N/N=C/c2cccc3ccccc23)nnn1-c1nonc1N	-3	0.3	1	-0.7	-1	3	0.1	-2.4	-0.4	1.0	1.5
COc1ccccc1CNC(=O)C(NS(=O)(=O)c1cccc2nsnc12)C(C)C (configuration not stated)	0	0.3	1	-0.8	-2	-3	-0.1	-0.4	1.3	-0.4	0.6
CN(C)/C=C1\Oc2ccc3ccccc3c2C1=O	-7	0.7	6	0.3	-5	-2	-0.5	4.2	2.5	-2.3	2.0
COC(=O)C1(C(=O)OC)Cc2ccccc2N(S(=O)(=O)c2ccc(C)cc2)C1CC(C)=O (configuration not stated)	3	-1.0	-4	-1.3	1	3	-2.3	-0.7	.	0.6	.
O=C(c1cc(-c2ccccc2)nc2ccccc12)N1N=C(C(F)F)CC1(O)C(F)F (configuration not stated)	-3	-0.5	-5	-0.6	-9	0	0.5	-0.2	1.0	-0.6	0.0
CCN(c1ccccc1)S(=O)(=O)c1cc(NC(=O)CSc2n[nH]c(=O)[nH]c2=O)ccc1Cl	-3	-0.1	-3	-2.1	-7	-3	-1.0	-2.2	-0.1	-2.3	-0.1
Cc1ccc(CN2CCSc3sccc3C2=O)cc1	0	-0.3	0	-1.3	-4	3	0.1	-1.9	2.7	-2.3	0.6
CCOC(=O)CN1C(=O)N[C@@H](CCc2ccccc2)C(C(C)=O)=C1C	-1	-0.1	1	-0.7	-1	-8	-0.9	-1.9	.	-0.8	.
Cc1cc(NC(=O)c2ccc(NC(=O)C3CCCO3)cc2)ccc1Br (configuration not stated)	-3	-0.8	1	-1.3	4	-4	5.3	-3.8	3.2	1.3	-1.0
CC(C)C(OC(=O)c1cccs1)C(=O)NC1CCCCC1 (configuration not stated)	1	0.3	0	-1.4	-1	1	-1.3	0.2	-0.9	0.5	-0.2
Clc1ccc2nc(CSc3ncn[nH]3)cn2c1	1	0.3	1	-1.1	0	-5	4.5	0.6	2.1	-0.2	0.1
CCC12CC3CC(C1)CC(C(=O)Nc1nn[nH]n1)(C3)C2	1	-0.4	3	-1.3	-1	-2	1.2	-1.8	2.2	-0.6	0.4
O=C(NC(Cc1ccccc1)C(=O)O)/C(=C/c1ccc(F)cc1)NC(=O)c1ccccc1 (configuration not stated)	-1	-0.3	0	-0.6	-6	-1	2.7	0.2	1.6	-1.3	-0.6
COc1ccc(S(=O)(=O)Nc2cccc(NC(C)=O)c2)cc1	-2	-0.5	-6	-0.4	-5	-5	0.3	-1.4	0.5	3.2	1.5
Cc1ccc(NC(=O)c2cc(N3C(=O)C=CC3=O)ccc2Cl)cc1C	1	0.2	-30	0.3	4	1	11*	1.2	4.0	2.7	-0.7
CS(=O)(=O)N1CCN(c2ccccc2NC(=O)Nc2cccc(Cl)c2)CC1	1	-0.4	-4	-1.0	-1	1	-1.7	-1.4	-1.0	-2.2	0.2
C=CCn1c(Cc2cccs2)nnc1SCC(=O)Nc1cccc2ccccc12	-4	-1.1	-7	-0.5	-6	-2	-0.6	-3.1	.	.	.
Cc1ccc(NC(=O)CSc2nnc(C3CC3)n2CC2CCCO2)c(C)c1 (configuration not stated)	2	-0.3	4	-0.8	-3	-2	0.2	0.1	0.5	0.2	-1.8

Compound profiles, as listed above. Order of values: SMARCA2 activ	DAX1 inh-1	GC-A act	ssDAF-12 act	ADAM10 inh	ADAM17 inh	hgDAF-12 ag	hcDAF-12 act	GAA850 FXN act	PG9 binder	DAX1 inh-2
Cc1ccc(NC(=O)CSc2nnc(C3CC3)n2CC2CCCO2)c(C)c1 (configuration not stated) in the list: 2	-0.3	4	-0.8	-3	-2	0.2	0.1	0.5	0.2	-1.8
C=CCn1c(Cc2cccs2)nnc1SCC(=O)Nc1cccc2ccccc12 in the list: -4	-1.1	-7	-0.5	-6	-2	-0.6	-3.1	.	.	.
CS(=O)(=O)N1CCN(c2ccccc2NC(=O)Nc2cccc(Cl)c2)CC1 in the list: 1	-0.4	-4	-1.0	-1	1	-1.7	-1.4	-1.0	-2.2	0.2

Some of the entries above in a different format:
Compound,SMARCA2 activ,DAX1 inh-1,GC-A act,ssDAF-12 act,ADAM10 inh,ADAM17 inh,hgDAF-12 ag,hcDAF-12 act,GAA850 FXN act,PG9 binder,DAX1 inh-2
C=CCn1c(Cc2cccs2)nnc1SCC(=O)Nc1cccc2ccccc12,-4,-1.1,-7,-0.5,-6,-2,-0.6,-3.1,.,.,.
Cc1ccc(NC(=O)CSc2nnc(C3CC3)n2CC2CCCO2)c(C)c1 (configuration not stated),2,-0.3,4,-0.8,-3,-2,0.2,0.1,0.5,0.2,-1.8
